# Bioassay records: PubChem BioAssay, NMMLSC
# AGP1 TOR yeast: alters AGP1-GFP fluorescence in TOR pathway yeast screen; S. cerevisiae AGP1-GFP multiplex flow cytometry, 3 h; GFP as percent of DMSO wells; GFP response vs DMSO, % at 10 µM; 320,000 tested, 0.02% active;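 active = GFP response relative to DMSO above a set limit, near screen average plus 3 SD, cut at about 150% in these data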;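 also: median GFP channel fluorescence of the gated AGP1 strain per well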
# RPL19A TOR yeast: alters RPL19A-GFP fluorescence in TOR pathway yeast screen; S. cerevisiae RPL19A-GFP strain, flow cytometry, 3 h; hits give low values; percent response vs DMSO, % at 10 µM; 330,000 tested, 0.3% active;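 active = percent response vs DMSO below 50%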;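 also: median channel GFP fluorescence of the barcoded RPL19A-GFP strain; ratio of sample median GFP to plate DMSO average so 100% = DMSO; lower means less RPL19A-GFP as with rapamycin TOR inhibition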
# LAP4 TOR yeast: alters LAP4-GFP fluorescence in TOR pathway yeast screen. AID 2023. S. cerevisiae LAP4-GFP multiplex, flow cytometry GFP, 3 h; median GFP as percent of DMSO wells. 320,000 tested, 0.34% active. GFP response vs DMSO, % at 10 µM;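 active = GFP response vs DMSO above a set limit, about the screen mean plus 3 SD, cut at about 150% in these data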
# MEP2-GFP yeast: alters MEP2-GFP fluorescence in TOR pathway yeast screen; AID 2016; GFP response vs DMSO, % at 10 µM; 330,000 tested, 0.51% active; S. cerevisiae MEP2-GFP strain, flow cytometry GFP, 3 h; 100% = DMSO control level;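 active = GFP response versus DMSO above a set limit, roughly screen mean plus 3 SD, cut at about 180% in these data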;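 also: median GFP fluorescence of the barcode-gated MEP2-GFP cells per well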
# CR mimetic SO: yeast age-related superoxide inhibition as caloric restriction mimetic; 330,000 tested, 0.18% active; superoxide response (% of plate mean), % at 10 µM; S. cerevisiae aged cells, superoxide DHE fluorescence; hits give low values;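 active = superoxide response under a set limit, about three screen SD below normal, cut at about 65% in these data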;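 also: yeast aged for seven days with compound at 30 °C before DHE staining; 100% = average MFI of all compound-treated wells on the plate with controls excluded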
# VLA-4 inh: inhibition in a human VLA-4 binding assay | P13612 | VLA-4 expressing cells, ligand binding flow cytometry | inhibition, % (about 7 µM as worked out from the volumes in the protocol) | 330,000 tested, 0.2% active | AID 2557; in the data active = inhibition above about 50%
# Target sequence (P13612 whole entry, looked up): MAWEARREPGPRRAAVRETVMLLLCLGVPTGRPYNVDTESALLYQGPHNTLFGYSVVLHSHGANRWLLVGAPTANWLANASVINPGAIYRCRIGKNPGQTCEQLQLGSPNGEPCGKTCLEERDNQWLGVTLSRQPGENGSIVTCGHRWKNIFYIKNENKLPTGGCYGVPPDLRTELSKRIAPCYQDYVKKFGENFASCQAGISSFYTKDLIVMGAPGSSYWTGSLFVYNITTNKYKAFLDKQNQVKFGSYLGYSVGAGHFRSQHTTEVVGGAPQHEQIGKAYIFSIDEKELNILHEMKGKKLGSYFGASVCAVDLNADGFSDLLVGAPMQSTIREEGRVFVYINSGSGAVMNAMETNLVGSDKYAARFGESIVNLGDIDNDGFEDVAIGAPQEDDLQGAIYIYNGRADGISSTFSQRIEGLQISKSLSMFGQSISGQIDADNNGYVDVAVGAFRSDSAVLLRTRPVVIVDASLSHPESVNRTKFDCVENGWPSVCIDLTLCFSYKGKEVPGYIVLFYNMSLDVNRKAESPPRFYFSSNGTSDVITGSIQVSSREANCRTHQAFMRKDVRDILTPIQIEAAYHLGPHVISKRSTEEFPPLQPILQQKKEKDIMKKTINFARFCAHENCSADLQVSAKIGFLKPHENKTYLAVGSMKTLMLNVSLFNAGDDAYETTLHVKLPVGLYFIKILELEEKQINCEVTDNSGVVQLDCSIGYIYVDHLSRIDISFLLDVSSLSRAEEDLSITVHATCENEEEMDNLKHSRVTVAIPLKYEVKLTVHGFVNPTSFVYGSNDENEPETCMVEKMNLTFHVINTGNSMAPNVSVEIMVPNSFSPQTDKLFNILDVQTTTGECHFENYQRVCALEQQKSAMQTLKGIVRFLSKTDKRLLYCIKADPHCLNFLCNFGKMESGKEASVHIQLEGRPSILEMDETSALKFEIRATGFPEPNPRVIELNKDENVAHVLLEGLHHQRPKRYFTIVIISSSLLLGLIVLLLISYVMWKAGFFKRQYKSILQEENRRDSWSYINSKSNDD
# CIT2-GFP yeast: modulators of TOR pathway CIT2-GFP in S. cerevisiae; S. cerevisiae CIT2-GFP strain, flow cytometry, 3 h; 100 means same as DMSO wells; GFP response vs DMSO, % at 10 µM; 320,000 tested, 0.065% active;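 active = GFP response relative to DMSO above a set limit, near the screen mean plus 3 SD, cut at about 150% in these data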;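 also: ratio of well median GFP fluorescence to mean of DMSO wells on the plate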
# GRK2 inh: human GRK2 inhibition via aptamer displacement. inhibition of aptamer binding, % at 10 µM. AID 488847. 330,000 tested, 0.59% active. P25098. bead flow cytometry, FAM-aptamer displacement from GRK2;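 active = inhibition of aptamer binding above 40%, roughly 3 SD of noise, on plates passing a quality check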;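 also: median bead fluorescence of bound FAM aptamer so fluorescent compounds give negative values; no value below 0 was filed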
# Active calls of the source: *; . = no result given.
# Every second line gives: AGP1 TOR yeast, RPL19A TOR yeast, LAP4 TOR yeast, MEP2-GFP yeast, CR mimetic SO, VLA-4 inh, CIT2-GFP yeast, GRK2 inh
NC(=O)COC(=O)C1CSC2(c3ccc(F)cc3)CCC(=O)N12 (stereo unspecified)
→ 94, 102, 90, 99, 90, -4, 91, 1
C(=N\N1CCN(c2ccccc2)CC1)/c1ccccc1
→ 97, 97, 105, 100, 82, -4, 95, 0
Cc1[nH]c(=O)[nH]c(=O)c1S(=O)(=O)Nc1ccc(F)cc1F
→ 94, 105, 101, 122, 99, 1, 103, 0
NS(=O)(=O)c1ccc(CNC(=O)c2cccc(Oc3ccccc3)c2)cc1
→ 102, 108, 88, 105, 94, -3, 106, 1
O=C1CN(c2nc(-c3cccnc3)nc3sc4c(c23)CCCC4)CCN1
→ 100, 103, 107, 111, 115, -2, 99, 0
CCCOc1ccc(C(=O)c2nc3c(n2O)CCCC3)cc1
→ 98, 98, 94, 104, 134, 0, 84, 0
CSc1ncccc1C(=O)OCC(=O)NCCC1=CCCCC1
→ 110, 102, 110, 101, 104, 24, 102, 1
CN(C(=O)CCCN1C(=O)c2cccc3cccc(c23)C1=O)c1ccccc1
→ 90, 99, 99, 98, 94, 4, 96, 0
COc1ccc(-c2cn(-c3ccc(C)c(Cl)c3)c(=S)[nH]2)cc1OC
→ 94, 97, 89, 88, 81, 11, 94, 0
CCN(CC)C(=O)Cn1cc(C(=O)C(=O)NCCCn2ccnc2)c2ccccc21
→ 96, 97, 99, 97, 100, 0, 93, 1
Cc1ccc(-c2csc3ncnc(NCCC(=O)O)c23)cc1
→ 102, 98, 98, 101, 113, 31, 98, 0
C=C1CCN([C@@H](C)C(=O)OCc2cccc(C)c2)S(=O)(=O)c2ccccc21
→ 92, 98, 153*, 98, 103, -16, 125, 6
COc1ccccc1N(CC(=O)NCC1CCCO1)C(=O)CCC(=O)Nc1nccs1 (stereo unspecified)
→ 96, 97, 88, 98, 94, 13, 95, 0
CCNC(=S)N1CCN(CCN=CC2=C(O)CC(c3ccco3)CC2=O)CC1 (stereo unspecified)
→ 102, 98, 94, 101, 96, -3, 98, 4
CC(C)Cc1nnc(NC(=O)CSc2ccccn2)s1
→ 93, 98, 97, 96, 117, 10, ., 0
CC(C)c1nc(N2CCN(C(=O)c3ccco3)CC2)c2c3c(sc2n1)CCCC3
→ 97, 97, 99, 99, 81, -12, 98, 0
O=C1C/C(=C\c2c(F)cccc2Cl)N2CCC1CC2
→ 104, 102, 97, 97, 107, 8, 104, 1
Cc1ccc(C(=O)NCC(=O)OC(C)C(=O)NCCC2=CCCCC2)cc1C (stereo unspecified)
→ 94, 102, 103, 103, 114, 17, 96, 3
CCOC(=O)C1CCN(S(=O)(=O)c2csc(C(N)=O)c2)CC1
→ 103, 101, 99, 100, 89, 7, 107, 1
COc1ccc(NC(=O)CN(C2CCCCC2)S(C)(=O)=O)cc1OC
→ 109, 108, 103, 105, 93, 7, 110, 0
CC1CC(C)CN(C(=O)COC(=O)C2CCN(S(=O)(=O)c3ccc4c(c3)OCCO4)CC2)C1 (stereo unspecified)
→ 100, 93, 99, 93, 89, 4, 90, 4
CCc1ccccc1N=C1SCC(=O)N1C
→ 97, 101, 94, 96, 100, -4, 104, 0
O=C(COC(=O)c1ccc(Br)o1)c1ccc(S(=O)(=O)N2CCCCC2)cc1
→ 98, 102, 105, 97, 97, 3, 88, 1
Cc1ccc(-c2nc(CS(=O)CC(=O)NCCN3CCCC3)c(C)o2)cc1 (stereo unspecified)
→ 92, 93, 99, 93, 101, 20, 91, 0
Cc1nn(C(=O)c2cc3sccc3[nH]2)c(C)c1C
→ 99, 99, 101, 103, 94, -3, 100, 0
COCCNC(=O)C/C(C)=N/NC(=O)C(=O)NC1CCCCC1
→ 111, 100, 106, 108, 105, -2, 115, 57*
O=C(CCNc1cccc(F)c1)c1cc2ccccc2o1
→ 100, 96, 114, 93, 84, 22, 91, 0
CC(Sc1nnc(C2CC2)n1C1CC1)C(=O)Nc1ccc(C(N)=O)cc1 (stereo unspecified)
→ 99, 96, 97, 98, 97, 2, 98, 0
COc1cccc(N2CCN(C(=S)Nc3cc(C)cc(C)c3)CC2)c1
→ 107, 107, 90, 104, 110, 14, 111, 0
O=C(Cn1cnc2c(nnn2Cc2ccc(Cl)cc2)c1=O)OCc1ccccc1
→ 103, 100, 93, 100, 101, 0, 103, 1
O=C1CC(N2CCN(c3ccccc3Cl)CC2)C(=O)N1c1ccc(F)cc1 (stereo unspecified)
→ 106, 94, 100, 102, 104, 8, 97, 0
Cn1c(SCC(=O)c2ccc(-c3ccccc3)cc2)nnc1-c1ccco1
→ 94, 95, 112, 88, 100, -4, 85, 1
COC(=O)c1ccccc1NC(=O)c1cccc(NC(=O)C(C)C)c1
→ 98, 102, 98, 104, 110, 15, 101, 5
O=C(c1ccc(S(=O)(=O)N2CCCCC2)cc1)N1CCCC(C(F)(F)F)C1 (stereo unspecified)
→ 103, 100, 105, 103, 99, 7, 99, 3
Cc1cccc(N2CC(C(=O)O)CC2=O)c1C (stereo unspecified)
→ 105, 97, 117, 93, 104, -1, 110, 3
CCNC(=O)COC(=O)/C=C/c1ccccc1[N+](=O)[O-]
→ 94, 94, ., 94, 105, 2, 95, 0
CCc1cccc(CC)c1NC(=O)c1cc(CN2C(=O)c3ccccc3C2=O)ccc1OC
→ 96, 102, 95, 100, 108, 9, 100, 5
CC(C)(C)C(=O)Nc1ccc(Sc2ccc([N+](=O)[O-])cc2)cc1
→ 102, 108, 102, 81, 102, 2, 99, 1
CC(=O)NNC(=S)NC(=O)c1ccccc1
→ 99, 101, 98, 109, 84, 0, 92, 1
Cc1ccc(SCC(=O)NCc2ccccc2C)cc1
→ 90, 97, 93, 92, 100, -7, 86, 1
COc1ccccc1Nc1nc(Cl)nc(Nc2ccccc2OC)n1
→ 97, 99, 93, 99, 121, 3, 96, 1
CCOc1ccccc1OCC(=O)NNC(=S)NC1CCCCC1
→ 92, 93, 97, 93, 98, 15, 84, 1
Nc1nnc(CSCc2ccc(Cl)cc2)s1
→ 95, 101, 90, 103, 94, 34, 97, 14
Cc1ccc(C)c2[nH]c(=O)c(CN(CC3CCCO3)S(=O)(=O)c3ccc4c(c3)OCCO4)cc12 (stereo unspecified)
→ 91, 90, 103, 101, 111, 2, 92, 0
Cc1ccc(S(=O)(=O)N2CCC(=O)N(C(COCc3cccc(C)c3)Cc3ccccc3)CC2)cc1 (stereo unspecified)
→ 98, 94, 92, 100, 102, 0, 92, 1
CC1CCCCC1NC(=O)c1ccc(S(=O)(=O)N2CCCC2)cc1 (stereo unspecified)
→ 97, 102, 98, 105, 102, 5, 106, 0
Cc1ccc(N(C)C(=O)c2ccc(CNc3c(N4CCC(C)CC4)c(=O)c3=O)cc2)cc1
→ 107, 102, 98, 100, 109, 4, 97, 2
CN(C)S(=O)(=O)c1ccc(C(=O)Nc2nnc(-c3ccco3)o2)cc1
→ 106, 117, 99, 109, 110, 2, 111, 1
C#CCNC(=O)C1=C[C@@H](c2csc3ccccc23)C[C@@H](OCc2ccc(CO)cc2)O1
→ 104, 114, 115, 105, 103, -9, 97, 2
O=C(Nc1ccccc1C(F)(F)F)c1ccsc1
→ 105, 108, 86, 107, 105, 11, 113, 2
Cc1cccc(CN2CCN(Cc3ccco3)CC2)c1
→ 96, 99, 97, 106, 89, -16, 95, 0
CCOc1ccccc1OC(=O)CN1C(=O)c2ccccc2C1=O
→ 102, 103, 94, 105, 106, 15, 100, 1
COC(=O)c1ccccc1NC(=O)c1cc2nc(C3CC3)cc(C(F)(F)F)n2n1
→ 107, 102, 107, 110, 125, 4, 114, 0
O=C1C2C3C=CC(C3)C2C(=O)N1c1ccccc1 (stereo unspecified)
→ 101, 98, 100, 100, 104, 9, 97, 0
COc1cc(NC(=O)c2cc3cccc(OC)c3o2)cc(C(=O)Nc2cccc(C(F)(F)F)c2)c1
→ 80, 93, 126, 86, 118, 10, 82, 5

# Some of the entries so far, as comma-separated lines.
mol,AGP1 TOR yeast,RPL19A TOR yeast,LAP4 TOR yeast,MEP2-GFP yeast,CR mimetic SO,VLA-4 inh,CIT2-GFP yeast,GRK2 inh
O=C1CC(N2CCN(c3ccccc3Cl)CC2)C(=O)N1c1ccc(F)cc1 (stereo unspecified),106,94,100,102,104,8,97,0
Cn1c(SCC(=O)c2ccc(-c3ccccc3)cc2)nnc1-c1ccco1,94,95,112,88,100,-4,85,1
COC(=O)c1ccccc1NC(=O)c1cccc(NC(=O)C(C)C)c1,98,102,98,104,110,15,101,5
O=C(c1ccc(S(=O)(=O)N2CCCCC2)cc1)N1CCCC(C(F)(F)F)C1 (stereo unspecified),103,100,105,103,99,7,99,3
Cc1cccc(N2CC(C(=O)O)CC2=O)c1C (stereo unspecified),105,97,117,93,104,-1,110,3
CCNC(=O)COC(=O)/C=C/c1ccccc1[N+](=O)[O-],94,94,.,94,105,2,95,0
CCc1cccc(CC)c1NC(=O)c1cc(CN2C(=O)c3ccccc3C2=O)ccc1OC,96,102,95,100,108,9,100,5
CC(C)(C)C(=O)Nc1ccc(Sc2ccc([N+](=O)[O-])cc2)cc1,102,108,102,81,102,2,99,1
CC(=O)NNC(=S)NC(=O)c1ccccc1,99,101,98,109,84,0,92,1
Cc1ccc(SCC(=O)NCc2ccccc2C)cc1,90,97,93,92,100,-7,86,1
COc1ccccc1Nc1nc(Cl)nc(Nc2ccccc2OC)n1,97,99,93,99,121,3,96,1
CCOc1ccccc1OCC(=O)NNC(=S)NC1CCCCC1,92,93,97,93,98,15,84,1
Nc1nnc(CSCc2ccc(Cl)cc2)s1,95,101,90,103,94,34,97,14
Cc1ccc(C)c2[nH]c(=O)c(CN(CC3CCCO3)S(=O)(=O)c3ccc4c(c3)OCCO4)cc12 (stereo unspecified),91,90,103,101,111,2,92,0
Cc1ccc(S(=O)(=O)N2CCC(=O)N(C(COCc3cccc(C)c3)Cc3ccccc3)CC2)cc1 (stereo unspecified),98,94,92,100,102,0,92,1
CC1CCCCC1NC(=O)c1ccc(S(=O)(=O)N2CCCC2)cc1 (stereo unspecified),97,102,98,105,102,5,106,0
Cc1ccc(N(C)C(=O)c2ccc(CNc3c(N4CCC(C)CC4)c(=O)c3=O)cc2)cc1,107,102,98,100,109,4,97,2

# Exported with each value named: part of the list above
O=C(Nc1ccccc1C(F)(F)F)c1ccsc1
  AGP1 TOR yeast = 105	RPL19A TOR yeast = 108	LAP4 TOR yeast = 86	MEP2-GFP yeast = 107	CR mimetic SO = 105	VLA-4 inh = 11	CIT2-GFP yeast = 113	GRK2 inh = 2
Cc1ccc(SCC(=O)NCc2ccccc2C)cc1
  AGP1 TOR yeast = 90	RPL19A TOR yeast = 97	LAP4 TOR yeast = 93	MEP2-GFP yeast = 92	CR mimetic SO = 100	VLA-4 inh = -7	CIT2-GFP yeast = 86	GRK2 inh = 1
